IL1B secr inh = blocks inflammasome-driven IL-1 beta release | THP-1 LPS/ATP IL-1B secretion, AlphaLISA, 16 h; active compounds read low | activity change, % at 57.5 µM | 360,000 tested, 4.7% active; in the data active means activity change below about -50%; inconclusive means mostly about -30% to -49%; further: on the % scale 0 is the no-effect control and ±100 the full control effect
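THP-1 cells pretreated 1 hr with compounds (up to 57.5 uM final), then stimulated with LPS (250 ng/mL final) plus ATP (1.25 mM final); secreted IL-1B measured by AlphaLISA after 16 hr, decreased signal indicating inhibition.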
DRD3 antagonist = D3 dopamine receptor (human) antagonism; P35462; D3R cells, DiscoveRx beta-arrestin luminescence, antagonist mode; active compounds read low; max response, negative = inhibition, %; 360,000 tested, 2.5% active; in the data active means max response below about -50%; inconclusive means no clear call, values can overlap the other calls; further: on the % scale 0 is the no-effect control and ±100 the full control effect; mostly tested at two doses, the higher about 12 µM
Target sequence (P35462 whole entry, looked up): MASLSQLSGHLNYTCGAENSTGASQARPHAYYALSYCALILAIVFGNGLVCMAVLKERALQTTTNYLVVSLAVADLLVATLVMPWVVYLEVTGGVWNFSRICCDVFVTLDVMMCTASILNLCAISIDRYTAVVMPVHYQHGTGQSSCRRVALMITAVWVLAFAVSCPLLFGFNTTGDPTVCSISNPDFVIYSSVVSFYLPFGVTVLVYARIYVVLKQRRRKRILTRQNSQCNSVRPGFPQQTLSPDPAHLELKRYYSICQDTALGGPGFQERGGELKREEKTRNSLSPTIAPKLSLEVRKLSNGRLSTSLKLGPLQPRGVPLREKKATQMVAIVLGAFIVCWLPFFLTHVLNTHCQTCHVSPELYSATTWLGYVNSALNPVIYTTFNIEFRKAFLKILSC
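Cells plated overnight at 1500 cells/well, then exposed to library compounds with dopamine controls for 90 minutes at 37 degrees C. DiscoveRx reagent added for 30–60 minutes at room temperature; luminescence read, quantitative HTS format.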
DRD3 agonist = D3 dopamine receptor (human) agonism | P35462 | D3R DiscoveRx beta-arrestin cells, luminescence, 90 min | max activation, % | 410,000 tested, 0.58% active | AID 652048; in the data active means max activation above about 30%; further: 0% is about no effect; mostly tested at two doses, the higher about 12 µM
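Cells at 1500/well, incubated overnight, then treated with pinned compounds (dopamine as control) for 90 min at 37 degrees C. DiscoveRx reagent added for 30 - 60 minutes at room temperature; luminescence read.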
GLP-1R agonist = activates the human GLP-1 receptor; Potency, µM (highest dose often 45.6 µM), for inactives: at the highest dose activation, most hits filed as activators; HEK293 GLP-1R CRE-luciferase, luminescence, 4-6 h; cells express a hypersensitive GLP-1R form; 380,000 tested, 0.007% active; further: potency means the concentration at half of the fitted maximal effect; % of control where 0% means no effect
Target sequence (P43220 whole entry, looked up): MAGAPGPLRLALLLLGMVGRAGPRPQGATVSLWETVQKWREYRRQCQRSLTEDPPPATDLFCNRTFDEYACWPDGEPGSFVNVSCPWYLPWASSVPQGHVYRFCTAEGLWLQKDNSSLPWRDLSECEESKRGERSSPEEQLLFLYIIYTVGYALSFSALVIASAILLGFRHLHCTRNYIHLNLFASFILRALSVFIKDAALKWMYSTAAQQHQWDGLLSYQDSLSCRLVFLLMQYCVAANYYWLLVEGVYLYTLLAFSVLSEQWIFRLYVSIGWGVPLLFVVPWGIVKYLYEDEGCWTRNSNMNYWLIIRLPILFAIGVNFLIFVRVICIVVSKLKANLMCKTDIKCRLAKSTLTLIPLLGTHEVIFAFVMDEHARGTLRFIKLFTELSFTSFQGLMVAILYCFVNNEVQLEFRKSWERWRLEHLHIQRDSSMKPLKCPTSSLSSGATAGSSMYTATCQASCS
KB-V1 MDR tox = KB-V1 MDR subline cytotoxicity; KB-V1 MDR cells viability, CellTiter-Glo, 72 h; Potency, µM (doses to about 46.1 µM), for inactives: at the highest dose activity change, negative = cytotoxicity, usual class: cytotoxic; 400,000 tested, 3.4% active; further: potency means the concentration at half of the fitted maximal effect; on the % scale 0 is the no-effect control and ±100 the full control effect; nearly all actives have a fitted effect of over 60% in size
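Following 72 h at 37 degrees C with compound, KB-V1 cell viability was read by CellTiter-Glo luminescence, medium being phenol-red-free DMEM plus 10% FBS; concentration-response parameters came from normalized, curve-fitted qHTS data.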
KB-3-1 cytotox = kills parental KB-3-1 adenocarcinoma cells | KB-3-1 viability, CellTiter-Glo ATP luminescence, 72 h | Potency, µM (titrated, usually from 46.1 µM), for the others: top-dose activity change, negative = cytotoxic, hits mostly cytotoxic | 400,000 tested, 1.4% active | AID 1347075; further: potency means the concentration at half of the fitted maximal effect; on the % scale 0 is the no-effect control and ±100 the full control effect; nearly all actives have a fitted effect of over 60% in size
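72 h, 37 °C compound treatment of KB-3-1 parental cells; CellTiter-Glo added, 10 min, luminescence read. Data corrected against DMSO-only plates and normalized before curve fitting.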
HT1080 IDH1KD tx = HT-1080 IDH1 knockdown cell toxicity (counter line). HT-1080 IDH1 knockdown viability, ATP luminescence, 48 h. Potency, µM (top dose mostly 46.1 µM), for inactives: top-dose activity, negative = toxicity, hits mostly cytotoxic. 360,000 tested, 2% active;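 further: potency means the concentration at half of the fitted maximal effect; 0% = DMSO wells and -100% = cell-free medium wells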
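Knockdown cells (IDH1KD HT-1080) received compounds 2 h after plating at 750 cells/well and were kept 48 h at 37 °C in 5% FBS RPMI. A CellTiter-Glo luminescence read gave % activity for curve fitting.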
HT1080NT lethal = kills 2HG-producing HT-1080-NT fibrosarcoma cells. HT-1080-NT fibrosarcoma viability, CellTiter-Glo ATP luminescence, 48 h. Potency, µM (titrated, usually from 46.1 µM), for the others: top-dose activity, negative = less viability, most hits filed as cytotoxic. 360,000 tested, 1.6% active;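 further: NT is the 2HG producing partner of a matched IDH1 knockdown line; potency means the concentration at half of the fitted maximal effect; 0% = DMSO-treated cells and -100% = media-only wells without cells; nearly all actives have a fitted effect of over 55% in size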
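Compounds were tested in concentration-response format on HT-1080-NT cells for 48 hours at 37 degrees C. Cell viability came from CellTiter-Glo luminescence; curves were classified by r2, response magnitude and activity.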
SW480 rerep = induces DNA re-replication in SW480 colon adenocarcinoma cells. SW480 DNA re-replication, Hoechst DNA content imaging, 48 h. Potency, µM (doses to about 46.1 µM), for the others: at the highest dose re-replication activation, actives largely listed as activators. 340,000 tested, 1.8% active; further: potency means the concentration at half of the fitted maximal effect; % of control where 0% means no effect; nearly all actives have a fitted effect of over 55% in size
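SW480 cells exposed to compounds for 48 hr at 37 C, 5% CO2, then Hoechst-stained 40 min. Nuclear DNA content imaged by fluorescence scanning (405 nm excitation, 500-530 nm emission); re-replication scored as increased high-intensity nuclei.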
* = called active by the depositor; ? = inconclusive; . = not tested or not shown; & = joins results of further samples; [ ] = remark or other dose. Unless noted, the call rests on the fitted dose curve; in most records, active means well fitted curve in the direction sought with a large enough effect; inconclusive means small, poorly fitted or top-dose-only effect, or another doubt; inactive means no such curve, though single readings can be large; an effect the other way counts as inactive or inconclusive.

molecule	IL1B secr inh	DRD3 antagonist	DRD3 agonist	GLP-1R agonist	KB-V1 MDR tox	KB-3-1 cytotox	HT1080 IDH1KD tx	HT1080NT lethal	SW480 rerep
CC(=O)NC(c1ccc(F)c(F)c1)c1nc(-c2cccc(F)c2)cs1 (stereo not given)	-16	4	5	19%	3%	0%	-5%	7%	.
Cc1c(C(=O)N2CCN(c3ncccn3)CC2)oc2ccc(Cl)cc12	-2	2	5	6%	0%	-2%	-1%	-7%	-14%
CS(=O)(=O)Oc1ccccc1/C=C1/N=C(c2ccc(F)cc2)OC1=O	14	5	4	-8%	17%	20%	2%	13%	0%
CCC(C)NC(=O)c1cn(CC)c2ccc(S(=O)(=O)N3CCCCC3)cc2c1=O (stereo not given)	-4	6	-10&-15	14%	-27%&-14%	?	-17%	?	0%
O=C(Nc1cccnc1)c1cccc(S(=O)(=O)N2CCc3ccccc32)c1	-13	3	5	10%	10µM*	?	-25%	-12%	-1%
O=C(c1cnn(-c2ccccc2)c1)c1ccc2ccccc2c1O	0	32	-2	-7%	1%	1%	11%	6%	-2%
COC(=O)C(C)Sc1nc2c(c(=O)[nH]c(=O)n2C)n1CCCc1ccccc1 (stereo not given)	-4	-8	5	?	8%	14%	6%	5%	1%
Cc1onc(-c2ccccc2)c1C(=O)Oc1cccnc1	7	0	-6	7%	4%	0%	-1%	-1%	3%
O=C1C2C(c3ccccc3)(C(=O)N1c1ccc(Cl)cc1)C2(c1ccccc1)c1ccccc1 (stereo not given)	-4	86	4	-6%	?	-4%	5%	30%	3%
O=C(N/N=C/c1cccc(Br)c1)C1CC(=O)N(c2ccccc2)C1 (stereo not given)	-21	1	-7	25%	11%	11%	4%	10%	?
COC(=O)/C(=C/c1ccccc1)NC(=O)c1ccco1	53	-28	2	-1%	-8%	15%	6%	5%	-2%
COc1ccc(OC)c(S(=O)(=O)Nc2ccc(C)c(C)c2)c1	12	30	0	15%	-6%	-5%	?	-6%	-10%
COc1cc(/C=C(/Sc2nnc(-c3ccc(F)cc3)o2)C(=O)O)ccc1OC(F)F	-12	-8	-3	18%	16%	3%	-21%	-1%	?
CCNc1c(NS(=O)(=O)c2ccc(F)c(Cl)c2)c(=O)oc2ccccc12	6	2	-14	-1%	-5%	9%	6%	-2%	-1%
CCOC(=O)c1c(NC(=O)COc2ccccc2)sc2c1CC(C)(C)NC2(C)C	-4	9	1	4%	?	?	9%	0%	9%
Cc1cc(C(C)(C)C)cc(C)c1C[n+]1ccc2ccccc2c1	-52*	6	4	-5%	-7%	1.6µM*	?	?	2%
O=C(C[n+]1cc(Br)cc(Br)c1)c1ccc(-c2ccccc2)cc1	16	-2	-2	-2%	15%	0%	-8%	2%	-8%
CC(=O)N1CCN(c2ccc(Oc3ncnc4sccc34)cc2)CC1	-28	19	1	2%	-25%	0%	-14%	2%	2%
O=C1NC2(CCCCC2)C(=O)N1Cc1cccc(C(F)(F)F)c1	2	17	1	1%	-5%	-1%	3%	10%	-17%
CCCCn1c(SCc2ccccn2)nc2c1c(=O)n(C)c(=O)n2C	19	-3	-1	12%	?	-5%	-12%	-4%	1%
CC(C)Cc1nc2oc3c(=O)[nH]cnc3c2c2c1CCC2	45	2	-3	14%	3%	2%	-4%	-4%	-2%
Cc1snc(SCc2ccc(Cl)cc2)c1C#N	5	10	0	30%	11%	-1%	27%	15%	1%
CCCCOC(=O)NC1CCS(=O)(=O)C1 (stereo not given)	5	-6	2	-1%	-6%	5%	24%	13%	-7%
CCCc1cc(C(=O)Nc2sc(C(C)=O)c(C)c2C(=O)OCC)no1	0	9	1	8%	15%	0%	2%	18%	-2%
CC(=O)c1cc(C)ccc1OC(=O)c1ccco1	-20	15	14	-1%	-2%	-2%	0%	8%	4%
COc1ccc(C(=O)COC(=O)CCS(=O)(=O)c2ccc(C)cc2)c(OC)c1	14	7	-1	2%	12%	-11%	5%	8%	0%
CCC1CCCCN1CCCNC(=O)c1ccc(N2CCOCC2)c(NS(=O)(=O)c2ccc(OC)cc2)c1 (stereo not given)	21	-30	-21	9%	0%	-3%	-6%	1%	-6%
CN1CCN(C(=O)C2=C[C@H](c3ccc(C(F)(F)F)cc3)C[C@H](OCc3ccc(CO)cc3)O2)CC1	-13	-2	-35	2%	-15%	-5%	0%	-4%	0%
COc1ccc(OC)c(-c2noc(N3CCN(c4ccc(C(C)=O)cc4)CC3)n2)c1	.	.	0	3%	7%	-4%	.	.	.
CCOC(=O)c1cc(S(=O)(=O)NCCc2ccccc2)cn1C	6	2	-6	7%	2%	5%	10%	-5%	-7%
Cc1cc(C(=O)N/N=C/c2ccccc2)c(C)o1	-15	-28	-21	13%	-2%	5%	-1%	-4%	-5%
COc1ccc(NS(=O)(=O)c2cccc3nonc23)c(OC)c1	-3	-7	2	-4%	?	19%	2%	0%	0.52µM*
CCC(C)C(=O)Nc1nnc(SCC(=O)N2C(C)CCCC2C)s1 (stereo not given)	26	7	18	9%	-25%	-1%	-16%	2%	-6%
Cn1c(=O)c2ccccc2n2c(=S)[nH]nc12	27	-26	4	0%	3%	10%	10%	11%	-13%
O=[N+]([O-])c1ccc2nc(NS(=O)(=O)c3ccc(F)cc3)sc2c1	?	1	7	0%	?	?	-3%	-2%	?
O=C(/C=C/c1ccc(Cl)cc1)NCCN1CCOCC1	14	-9	-4	-4%	22%	21%	-3%	0%	-8%
COc1ccc(-c2[nH]c(-c3ccc(SC)cc3)nc2SCC(=O)Nc2nccs2)cc1	41	-11	-6	-10%	?	2%	?	?	2%
Cc1n[nH]c(C)c1S(=O)(=O)N1CCN(c2ccccn2)CC1	-2	0	12	-6%	10%	-14%	2%	1%	3%
CC(C)(C)CC(C)(C)NC(=O)c1ccc2snnc2c1	6	?	-4	18%	3%	-2%	2%	-6%	?
COc1ccc(N(C)S(=O)(=O)c2ccc(C)cc2)c([N+](=O)[O-])c1	-2	0	-4	10%	?	?	2%	-1%	-117%[inhibitor]
CC1CCC(=NO)C(=NO)C1 (stereo not given)	6	-15	-1	-5%	-4%	11%	3%	5%	?
COc1ccc(/C=c2/sc3nc(-c4ccccc4)c(-c4ccccc4)n3c2=O)cc1	-2	-2	-1	-4%	17%	17%	13%	16%	-4%
CCN(CC)CCNC(=O)CCc1nnc2ccc(N3CCC(C)CC3)nn12	-4	8	-5	13%	5%	4%	5%	-5%	?
Cc1cc(Cn2nc(-c3ccccc3)cc2C(=O)NCC2CC2)on1	-12	-1	-16	3%	9%	-3%	-3%	0%	-2%
Cc1cc(F)ccc1NC(=O)c1cc(S(=O)(=O)N2CCc3ccccc32)cn1C	-9	10	1	11%	?	-12%	-14%	6%	-7%
Cc1ccc(NC(=O)CSc2nnc(-c3cc(C)[nH]n3)n2N)cc1	2	-1	-5	-4%	-1%	-3%	0%	6%	-27%
COCCOC(=O)c1c(C)n(C)c2ccc(OC(=O)C3CC3)cc12	-8	-20	-2	11%	-12%	2%	-2%	-3%	-12%
O=C(OCC(=O)N1CCCCC1)c1c[nH]c(=O)[nH]c1=O	21	-14	-10	-8%	9%	-2%	-15%	0%	-24%
CCOC(=O)C1=CCC(c2ccc(F)cc2)N(S(=O)(=O)c2ccc(C)cc2)C1 (stereo not given)	31	-26	-8	-6%	-1%	-13%	?	-28%	.
O=C(O/N=C(/c1ccccc1)c1ccncc1)c1ccc(F)cc1	-20	-18	-20	20%	-26%	0%	0%	-4%	0%

Reprinted at random: two entries already listed
molecule	IL1B secr inh	DRD3 antagonist	DRD3 agonist	GLP-1R agonist	KB-V1 MDR tox	KB-3-1 cytotox	HT1080 IDH1KD tx	HT1080NT lethal	SW480 rerep
CCOC(=O)C1=CCC(c2ccc(F)cc2)N(S(=O)(=O)c2ccc(C)cc2)C1 (stereo not given)	31	-26	-8	-6%	-1%	-13%	?	-28%	.
CCC(C)NC(=O)c1cn(CC)c2ccc(S(=O)(=O)N3CCCCC3)cc2c1=O (stereo not given)	-4	6	-10&-15	14%	-27%&-14%	?	-17%	?	0%

The results go on:
molecule	IL1B secr inh	DRD3 antagonist	DRD3 agonist	GLP-1R agonist	KB-V1 MDR tox	KB-3-1 cytotox	HT1080 IDH1KD tx	HT1080NT lethal	SW480 rerep
CCC1CN2CCc3cc(OC)c(OC)cc3C2CC1CC1c2cc(OC)c(OC)cc2CCN1C(=O)C(Cc1c[nH]c2ccccc12)NC(=O)OC(C)(C)C (stereo not given)	-30	43	3	-3%	-12%	?	-19%	-13%	?
CCCn1c(C)cc(C(=O)CN2C(=O)c3ccccc3C2=O)c1C	0	-2	0	9%	5%	14%	-1%	-12%	0%
C/C=C(/C)C(=O)O[C@@H]1[C@H](OC(C)=O)c2c(ccc3ccc(=O)oc23)OC1(C)C	0	0	-16	24%	-12%	-6%	-7%	-2%	-6%
COc1ccccc1CNC(=S)NCc1ccc(F)cc1	-8	7	5	0%	-23%	13%	-5%	-11%	-2%

Screening results deposited in PubChem by National Center for Advancing Translational Sciences (NCATS).
